Source: PubChem
CCT modulator: High-Throughput Screening for Modulators of Cytosolic Chaperonin Activity; purified chaperonin ATPase assay, HTRF ADP detection, 30 min; activity change, % (concentration not given with the values), hits read low; actives 0.3% (n = 360,000); AID 651819, 2012; in the data active means activity change below about -30%; further: on the % scale 0 is the no-effect control and ±100 the full control effect
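First, chaperonin was dispensed at 40 nM or 20 nM final depending on batch activity. Next, compounds were pinned at 76 uM and ATP added at 10 uM. After 30 min at 37 °C, ADP detection reagents ran 30 min at ambient temperature.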
Nrf2 ARE act: qHTS of Nrf2 Activators; Potency, µM (top dose mostly 46.1 µM), for the others: at the top dose activation, most hits filed as activators; AREc32 ARE-luciferase reporter (MCF7-derived line), luminescence, 24 h; actives 0.31% (n = 410,000); further: potency means the concentration at half of the fitted maximal effect; % of control where 0% means no effect; nearly all actives have a fitted effect of over 65% in size
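Luminescent ARE reporter assay in AREc32_Fluc cells: overnight plating at 37 deg C, 24 hr compound incubation, Steady-Glo added, 30 min RT before reading.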
HepG2 tox: qHTS for Inhibitors of TGF-b: Cytotox Counterscreen; HepG2 CAGA-GFP viability, ATP luminescence, 18 h; Potency, µM (titrated, usually from 46.1 µM), without a hit: at the highest dose activity change, negative = cytotoxicity, most hits filed as cytotoxic; actives 0.76% (n = 410,000); AID 588856, 2011; further: potency means the concentration at half of the fitted maximal effect; some results filed as inactive show a strong effect at the top dose
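CellTiter-Glo luminescence gave cytotoxicity after 18 hours at 37 degrees C. The cells were HepG2 CAGA-GFP in 1% FBS DMEM, stimulated with 500 pg/mL TGF-beta after compound addition. %Activity was normalised to no-cell wells (complete cell-killing) and DMSO (no toxicity), and curves were fitted and classified.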
S2 tox: Viability Counterscreen for Primary qHTS for Inhibitors of ATXN expression. S2 cells (HEK-293 line with an ATXN2-luciferase reporter) viability, CellTiter-Fluor protease fluorescence, 24 h. Potency, µM (titrated, usually from 56.7 µM), hits mostly cytotoxic. actives 0.49% (n = 400,000). AID 651635, 2014; further: potency means the concentration at half of the fitted maximal effect; nearly all actives have a fitted effect of over 40% in size
Akt phos inh: HTS Assay for Inhibitors of Akt Phophorylation: Primary Screen | Neuro2A IGF-stimulated pAkt S473 HTRF, 20 min; active compounds read low | activity change, % for hits at 50 µM | actives 0.32% (n = 360,000); in the data active means activity change below about -80%; inconclusive means mostly about -51% to -80%; further: on the % scale 0 is the no-effect control and ±100 the full control effect
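Single-point screen (50 µM final compound) in Neuro2A cells stimulated 20 min with 6 nM IGF at 37 deg C. After lysis, Ser473-phosphorylated Akt read by HTRF (ex 330 nm, em 615/665 nm) as the 665/615 ratio.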
Nrf2 block: Nrf2 qHTS screen for inhibitors | A549 ARE-Fluc reporter, luciferase luminescence, 18-24 h | Potency, µM (titrated, usually from 46 µM), inactives show top-dose activity change, negative = inhibition, actives largely listed as inhibitors | actives 2.1% (n = 360,000); further: potency means the concentration at half of the fitted maximal effect; on the % scale 0 is the no-effect control and ±100 the full control effect; nearly all actives have a fitted effect of over 60% in size
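Nrf2 activity is the BugLite luminescence, read 15 min after reagent at room temperature, following CellTiter-Fluor cytotoxicity readout (30 min, 37C). Compound titrations were applied for 18-24 h to 5000 A549 ARE_Fluc cells/well in 5% FBS OPTI-MEM.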
TGFb inhibitor: qHTS for Inhibitors of TGF-b; HepG2 CAGA-GFP TGF-b/SMAD3 reporter, GFP fluorescence, 18 h; TGF-beta stimulated, 500 pg/mL final; Potency, µM (doses to about 46.1 µM), for inactives: top-dose activity, negative = inhibition, hits mostly inhibitors; actives 1.2% (n = 410,000); AID 588855, 2011; further: potency means the concentration at half of the fitted maximal effect; on the % scale 0 is the no-effect control and ±100 the full control effect; nearly all actives have a fitted effect of over 65% in size
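Read-out: total well GFP (ex488/em500-530) summed from mean per-cell fluorescence. Cells: HEPG2 CAGA-GFP, 1% FBS DMEM, 18 h at 37 degrees C with 500 pg/mL final TGF-beta. Unstimulated wells served as the full-inhibition control; stimulated DMSO wells = 0%.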
A549 viability: Nrf2 qHTS screen for inhibitors: counterscreen for cytotoxicity. A549 ARE-Fluc cells, CellTiter-Fluor viability, 18-24 h. Potency, µM (titrated, usually from 46 µM), without a hit: at the highest dose activity change, negative = cytotoxicity, actives largely listed as inhibitors. actives 0.16% (n = 390,000); further: potency means the concentration at half of the fitted maximal effect; on the % scale 0 is the no-effect control and ±100 the full control effect
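Cytotoxicity counterscreen: CellTiter-Fluor fluorescence was measured in A549 ARE_Fluc cells after 18-24 h of compound exposure in a concentration series. The subsequent BugLite luminescent read reports ARE-luciferase activity.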
MmCpn inh: Inhibitors of TCP-1 ring complex (TRiC) of Methanococcus maripaludis (MmCpn): qHTS; Potency, µM (doses to about 76.9 µM), inactives show at the highest dose activity, negative = inhibition, hits mostly inhibitors; AID 504842, 2011; actives 0.031% (n = 330,000); Chaperonin Mm-Cpn (Methanococcus maripaludis); purified Mm-Cpn ATPase, ADP Transcreener TR-FRET; further: potency means the concentration at half of the fitted maximal effect; on the % scale 0 is the no-effect control and ±100 the full control effect; nearly all actives have a fitted effect of over 80% in size
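ATP (10 uM final) was added to archaeal chaperonin (25 nM final) after 10 min exposure to test compound at 37°C; after 30 min further incubation, ADP was detected by competitive TR-FRET.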
Starred values were filed as active, the others as inactive; i = inactive; ? = inconclusive; . = no result given; & = joins results of further samples; [ ] = another dose, or the depositor's remark. Unless noted, the call rests on the fitted dose curve; in most records, active means well fitted curve in the direction sought with a large enough effect; inconclusive means small, poorly fitted or top-dose-only effect, or another doubt; inactive means no such curve, though single readings can be large; an effect the other way counts as inactive or inconclusive.

Molecule	CCT modulator	Nrf2 ARE act	HepG2 tox	S2 tox	Akt phos inh	Nrf2 block	TGFb inhibitor	A549 viability	MmCpn inh
CC(NC(=O)[C@H](C)NC(=O)[C@@H]1CSC2c3ccccc3C(=O)N21)c1ccccc1 (stereo partly specified)	0.5	0.1%	-3%	i	i	14%	?	8%	0%
O=C(NC(=S)Nc1ncccn1)c1ccccc1Br	-2.1	28%[9.22 µM]	-14%	i	i	6%	0%	-3%	-6%
CC(C)CCNC(=O)[C@@H](NC(=O)c1c(F)cccc1F)C(C)C	-0.5	-0.2%	2%	i	i	3%	0%	15%	1%
O=C(c1cccc(Cl)c1)N1CCN(Cc2ccccc2F)CC1	-0.3	-1.4%	-2%	i	i	14%	-3%	-1%	.
CCOC(=O)C(=O)Nc1cccc(C(=O)OCC)c1	0.2	0.4%	-4%	i	i	14%	-4%	6%	1%
Cc1cccn2c3c(c(=O)nc12)C(c1ccc(F)cc1)CC(=O)N3 (stereo unspecified)	.	0.3%	-5%	i	.	.	12%	16%	.
CCN(C(=O)CSc1nc2cc(Cl)ccc2c(=O)n1Cc1ccco1)C1CCS(=O)(=O)C1 (stereo unspecified)	-0.9	1.7%	-2%	?	i	?	25%	-25%	2%
Cc1ccc(S(=O)(=O)N(C)CC(=O)Oc2ccc(-c3nnco3)cc2)cc1	1.3	-0.6%	4%	?	i	7%	0%	-2%	-2%
C=C(C)c1ccccc1	-1.5	0.0%	8%	i	i	9%	0%	-6%	1%
COc1ccc(N2CCN(CC(O)COc3c(OC)cccc3OC)CC2)cc1 (stereo unspecified)	0.6	-0.5%&2.4%	0%&4%	i	i	-2%&-8%	2%&8%	1%&2%	2%
CCCCOc1cccc(C2C(C(=O)c3ccc(C)o3)=C(O)C(=O)N2c2nnc(C)s2)c1 (stereo unspecified)	-3.1	4.8%	-3%	i	i	?	0%	-20%	-8%
Cc1cccc([C@@H]2[C@@H]3C(=O)N(Cc4ccccc4)C(=O)[C@@H]3[C@]3(CC(C)C)C(=O)N(c4cccc(Cl)c4)C(=O)N23)c1	1.3	0.5%	1%	i	i	10%	-2%	-9%	0%
Cc1cc(C)n2c(Nc3c(C)cccc3C)c(-c3ccccn3)nc2n1	-2.0	-1.2%	.	?	i	.	.	.	.
Cc1ccc2[nH]c(=O)c(CN(CC3CCCO3)S(=O)(=O)c3cccc4nsnc34)cc2c1 (stereo unspecified)	-2.3	-0.1%	-15%	i	i	7%	-20%	-1%	1%
NS(=O)(=O)c1ccc(-c2ccc(/C=C3\SC(=S)N(C4CCS(=O)(=O)C4)C3=O)o2)cc1 (stereo unspecified)	-0.4	-0.1%	-20%	i	i	?	-23%	-20%	-2%
CN(C)CCC(=O)N1c2ccccc2Sc2ccc(C(F)(F)F)cc21	-18	?	-32%	i	i	-5%	?	1%	-3%
COc1ccc(OC)c(NC(=O)CSc2nc(N)c(-c3ccccc3)c(=O)[nH]2)c1	-1.0	2.3%	6%	i	i	-19%	-14%	-4%	0%
CCOC(=O)CSc1nnc(Cc2ccc(OC)cc2)n1-c1ccccc1	-1.0	-0.5%	-17%	?	i	9%	-24%	-12%	-1%
Cn1c(NCCc2ccncc2)nc2cc(-c3ccsc3)sc2c1=O	-0.3	14%	-20%	i	i	.	?	.	.
CCn1c(Cc2ccccc2)nnc1SCC(=O)NC1CCCC1	0.7	0.2%	3%	i	i	1%	0%	8%	0%

Continued:
Molecule	CCT modulator	Nrf2 ARE act	HepG2 tox	S2 tox	Akt phos inh	Nrf2 block	TGFb inhibitor	A549 viability	MmCpn inh
CCc1nnc(NC(=O)CSc2nc3ccccc3s2)s1	1.5	2.3%	-3%	i	i	-20%	-3%	-12%	-4%
Cc1c(CCNC(=O)Cc2ccc(F)cc2)sc2nc(-c3ccc(F)cc3)nn12	.	-0.6%	-1%	.	.	.	0%	-2%	.
CN(C(=O)c1cccc(NC(=O)Cc2ccc(NC(=O)C3CCN(C(=O)C4CCCCC4)CC3)cc2)c1)C1CCCCC1	-0.1	4.1%	-11%	i	i	16%	?	1%	.
COc1ccc(N2CCN(C(=O)CSc3ccccc3)CC2)cc1	-0.6	0.9%	-7%	i	i	5%	-18%	1%	.
COc1nc(C)cc(C)c1S(=O)(=O)c1ccccc1C	-0.7	-0.1%	-3%	i	i	-14%	19%	-5%	2%
COc1ccc(NS(=O)(=O)c2cccc(C(=O)OCC(=O)Nc3cc(C)on3)c2)cc1	0.7	0.2%	-40%	i	i	-1%	0%	-7%	3%
CC1(C)OC(=O)C(=NNc2ccc(Cl)cc2)C(=O)O1	-1.9	-0.1%	-10%	?	i	-16%	?	-8%	1%
CC(C)C[C@H]1CN([C@@H](Cc2ccccc2)CN2CCC[C@@H]2CN2C(=O)C(=O)NC[C@@H]2Cc2ccccc2)C(=O)C(=O)N1CCc1ccccc1	-0.8	-2.3%	-91%	25µM*	i	.	?	.	.
COc1ccc(S(=O)(=O)N2CCN(c3nn(C)c(=O)n(C)c3=O)CC2)cc1	-0.8	0.2%	-40%	i	i	-24%	-18%	-7%	-2%
COc1ccccc1OCCn1nnc2ccccc21	-55*	2.8%	2%	i	i	?	1%	2%	1%
Cc1ccccc1CCNC(=O)c1ccc2c(c1)c(C)c(C)n2C	.	3.5%	-12%	.	.	0%	0%	-11%	.
COc1cccc(-c2ncc3ccccc3c2COC(=O)c2ccccc2C(=O)O)c1	-2.0	1.1%	0%	i	i	-18%	-9%	-12%	0%
CC(C)Nc1nc(-c2ccccc2)nnc1-c1ccccc1	-0.2	11%	-30%	i	i	?	-3%	-15%	-5%
CCN(CC)C(=O)COc1ccc(/C(C)=N/NC(=O)c2ccccc2-n2cccc2)cc1	-3.7	-0.4%	-17%	?	i	-3%	0%	-3%	2%
C=CCNc1c2c(nc3ncnn13)CC(C)CC2 (stereo unspecified)	-1.2	0.3%	3%	i	i	-24%	3%	-3%	1%
Cc1ccc(SCCNC(=O)CN(c2cccc(C)c2C)S(C)(=O)=O)cc1	.	0.6%	-7%	i	.	?	2%	-5%	.
CC1CCN(S(=O)(=O)c2ccc3c(c2)oc(=O)n3C)CC1	-0.3	-0.4%	2%	i	i	-1%	-3%	2%	2%
COC(=O)/C=C1\SC(=NC(=O)c2ccc(C)cc2)NC1=O	3.0	3.3%	2%	i	i	-12%	3%	2%	1%
CCOC(=O)c1sc(=NC(=O)c2ccccc2Br)n(C)c1C	-0.1	21%	-2%	i	i	?	-1%	2%	1%
O=C(CCN1C(=O)/C(=C/c2ccccc2)SC1=S)N1CCCCCC1	-1.2	?	-10%	?	i	21µM*	-5%	?	0%

Ordered by molar mass (low to high): some entries from above
Molecule	CCT modulator	Nrf2 ARE act	HepG2 tox	S2 tox	Akt phos inh	Nrf2 block	TGFb inhibitor	A549 viability	MmCpn inh
Cc1c(CCNC(=O)Cc2ccc(F)cc2)sc2nc(-c3ccc(F)cc3)nn12	.	-0.6%	-1%	.	.	.	0%	-2%	.
COc1cccc(-c2ncc3ccccc3c2COC(=O)c2ccccc2C(=O)O)c1	-2.0	1.1%	0%	i	i	-18%	-9%	-12%	0%
CCN(CC)C(=O)COc1ccc(/C(C)=N/NC(=O)c2ccccc2-n2cccc2)cc1	-3.7	-0.4%	-17%	?	i	-3%	0%	-3%	2%

Next part.
Molecule	CCT modulator	Nrf2 ARE act	HepG2 tox	S2 tox	Akt phos inh	Nrf2 block	TGFb inhibitor	A549 viability	MmCpn inh
COCCN(C(=O)CSc1nc2ccc(OC)cc2[nH]1)c1c(N)n(Cc2ccccc2)c(=O)[nH]c1=O	0.5	0.1%	4%	i	i	12%	5%	-1%	0%
Cc1ccc(C(=O)CCC(=O)Nc2cccc(C(F)(F)F)c2)cc1C	-3.4	-0.8%	0%	i	i	-14%	11%	-1%	.
O=C(Nc1nnc(-c2ccccc2Cl)s1)c1ccccc1F	-5.6	4.6%	-2%	i	i	2%	-3%	-5%	-13%
COc1ccc(C[C@](C)(N)C(=O)O)cc1OC	-0.3	10%	-12%	i	i	-23%	2%	-6%	0%
C=CCn1c(Cc2cccs2)nnc1SCC(=O)Nc1ccc(OC)c(OC)c1	-2.7	-0.1%	-20%	i	i	-29%	-7%	3%	1%
Cc1ccc(CNC(=O)C2CCC(=O)N(Cc3cccc(F)c3)C2)s1 (stereo unspecified)	0.3	-0.8%	-3%	i	i	.	4%	.	.
Cc1c(C(=O)N(Cc2cccc(Cl)c2)Cc2ccco2)oc2ccccc12	.	7.5%	-33%	i	.	?	?	6%	.
COc1ccc2cc(C(=O)NCC(=O)O)sc(=O)c2c1OC	0.8	-0.5%	26%	?	i	4%	20%	-3%	0%
CN(N)c1nc(-c2ccccc2)nnc1C(F)(F)F	-1.3	3.8%	-23%	i	i	.	-2%	-7%	1%
O=C(COc1ccccc1F)Nc1nnc(S(=O)(=O)N2CCCCCC2)s1	.	0.7%	-15%	i	.	?	-18%	12%	.
O=[N+]([O-])c1ccc(CS(=O)(=O)N2CCN(c3ccccc3)CC2)cc1	1.9	-0.4%	12%	i	i	?	12%	0%	0%
O=C(c1ccco1)N1CCN(Cc2cccc3ccccc23)CC1	-1.1	-0.4%	-16%	i	i	-9%	-2%	0%	0%
O=S(=O)(c1ccccc1Cl)N1CCCC1c1nc(-c2ccc(Cl)cc2)no1 (stereo unspecified)	3.0	2.0%	-12%	i	i	5.8µM*	-7%	-15%	0%
NS(=O)(=O)c1ccccc1NC(=S)Nc1ccccc1S(N)(=O)=O	-2.5	-0.3%	-4%	i	i	2%	9%	1%	2%
